MBNL1-CUG inh = inhibitors of human MBNL1 binding to CUG repeat RNA; hit rate 0.036% among 280,000; TR-FRET MBNL1-His/biotin-(CUG)12 binding, 665/545 ratio; Q9NR56; AID 2675; Potency, µM (top dose mostly 57.5 µM), inactives show at the top dose activity change, negative = inhibition, hits mostly inhibitors; active = well fitted inhibition curve with a large enough effect in the signal ratio, with a control signal flat, not every such curve was filed as active; inconclusive = small, poorly fitted or top-dose-only effect, or effect the other way, or a change in a side signal; inactive = no such curve, though single readings can be large or run the other way; the % refers to the signal ratio; note: potency is the fitted concentration of half-maximal effect; % is set by controls: 0 for no effect and ±100 for the full control effect
Target sequence (Q9NR56 whole entry, looked up): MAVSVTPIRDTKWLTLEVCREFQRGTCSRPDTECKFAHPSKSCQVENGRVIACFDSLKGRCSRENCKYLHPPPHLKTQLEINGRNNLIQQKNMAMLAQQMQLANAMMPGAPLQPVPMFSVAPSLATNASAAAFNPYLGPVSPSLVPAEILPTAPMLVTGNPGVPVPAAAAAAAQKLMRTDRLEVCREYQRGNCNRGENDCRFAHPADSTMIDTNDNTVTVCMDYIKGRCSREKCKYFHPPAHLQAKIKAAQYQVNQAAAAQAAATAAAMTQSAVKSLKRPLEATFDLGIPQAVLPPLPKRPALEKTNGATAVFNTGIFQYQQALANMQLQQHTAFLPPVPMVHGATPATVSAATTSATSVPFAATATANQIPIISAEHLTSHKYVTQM
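TR-FRET readout: Ex 340 nm, 665/545 nm emission ratio, normalized to buffer-only (basal) and MBNL1-(CUG)12 controls. Complex of MBNL1-His with Biotin-(CUG)12, compounds 92 nM–58 uM, incubated 60 min at room temperature.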
hERG WT inh = blocks the wildtype human KCNH2 potassium channel. activity change, % at 1.84 µM. Q12809. U2OS, BacMam KCNH2, thallium flux FluxOr; stronger effect = lower value. AID 720551. hit rate 0.37% among 340,000;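 active = maximum activity change below -70%; inconclusive = maximum activity change between -70% and -50%; inactive = maximum activity change above -50%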; note: % is set by controls: 0 for no effect and ±100 for the full control effect
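U2OS cells were transduced with wild-type KCNH2 virus (2.03 x 10^8 / mL) for 4 h at room temperature, then cultured overnight at 37 C. Thallium flux was read with FluxOr dye. Rate constants were normalized to DMSO controls.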
USP2a inh = inhibitors of human ubiquitin-specific protease USP2a; O75604; USP2 core, Ub-CHOP2 coupled fluorogenic reporter, 485/531; Potency, µM (highest dose often 38.3 µM), for inactives: at the top dose activity change, negative = inhibition, actives largely listed as inhibitors; hit rate 0.01% among 330,000;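 note: potency is the fitted concentration of half-maximal effect; plate controls were DMSO wells for no effect and full inhibition by NEM control for full effect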
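Cell-free coupled assay: 10nM USP2 core preincubated 30min RT with compound in Tris-HCl pH 8.0/CaCl2/CHAPS buffer, then 25nM Ub-CHOP2 and 25nM reporter substrate; fluorescence (Ex 485/Em 531) read after 60min RT, normalized to NEM inhibition, concentration-response curves fitted.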
GALK inh = blocks human galactokinase activity; P51570; Purified GALK, Kinase-Glo residual ATP luminescence; Potency, µM (doses to about 57.5 µM), for the others: at the highest dose activity change, negative = inhibition, most hits filed as inhibitors; hit rate 0.007% among 270,000; AID 1868; note: potency is the fitted concentration of half-maximal effect; % is set by controls: 0 for no effect and ±100 for the full control effect
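Luminescence from leftover ATP (Ultra-Glo luciferase/luciferin) served as read-out after a 1 h room-temperature reaction of 5 nM GALK with 35 uM ATP and 100 uM galactose.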
S-ASM inh = human S-ASM enzyme inhibition; hit rate 0.006% among 340,000; Potency, µM (top dose mostly 57.5 µM), inactives show at the top dose activity change, negative = inhibition, most hits filed as inhibitors; placental ASM, HMU-PC fluorogenic substrate, 60 min; note: potency is the fitted concentration of half-maximal effect
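Steps: dispense placental human ASM, pin compound, wait 10 min at room temperature, add HMU-PC0 substrate at 9 uM final, incubate 60 min at 37 °C, add stop solution raising pH to 10, read fluorescence.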
Menin-MLL TR inh = inhibitors of human menin-MLL interaction, mutant MLL peptide. O00255. Menin + Texas Red MLL mutant peptide, fluorescence polarization. Potency, µM (doses to about 61.6 µM), for the others: top-dose FP activity change, negative = inhibition, most hits filed as inhibitors. hit rate 0.23% among 270,000. AID 1768; active = well fitted inhibition curve with a large enough effect in the polarisation, with a control signal flat, not every such curve was filed as active; inconclusive = small, poorly fitted or top-dose-only effect, or effect the other way, or a change in a side signal; inactive = no such curve, though single readings can be large or run the other way; the % refers to the polarisation; note: potency is the fitted concentration of half-maximal effect; % of control where 0% means no effect; many of its hits are not listed in these tables
TSHR antagonist = human thyrotropin receptor antagonism | TSHR-expressing cells, TSH-stimulated cAMP HTRF, 2 h; stronger effect = lower value | AID 504810 | hit rate 0.2% among 330,000 | activity change, negative = inhibition, % at 11.5 µM | P16473;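 active = activity change below a set negative limit, meaning inhibition stronger than a set level, cut at about -70% in these data; inconclusive = activity change between two set negative limits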; note: % is set by controls: 0 for no effect and ±100 for the full control effect
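Inhibition of cAMP made by TSHR-expressing cells under TSH stimulation (4nM final, EC80; 2 h, 37 deg C) is quantified with a one-step lysis HTRF kit, anti-cAMP cryptate versus cAMP-d2.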
Chronic BCR inh = chronic active BCR signaling inhibition. Potency, µM (top dose mostly 46.1 µM), inactives show at the top dose ratio change, negative = lower green/red ratio, most hits filed as inhibitors. hit rate 0.05% among 340,000. ABC-DLBCL IkBa-CBG/CBR reporter, luminescence ratio, 4 h; active = well fitted inhibition curve with a large enough effect in the signal ratio, with a control signal flat, not every such curve was filed as active; inconclusive = small, poorly fitted or top-dose-only effect, or effect the other way, or a change in a side signal; the % refers to the signal ratio;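 note: potency is the fitted concentration of half-maximal effect; plate controls were basal doxycycline-induced cells for no effect and cells given 10 µM MG132 for full effect; MG132 reads +100%, hits lower the ratio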
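Cell line TMD8 (human ABC DLBCL), stably expressing tet-inducible CBG68-IkBa fusion and CBR; IMDM/0.5% FBS; cpd up to 46 uM; dox induction, 4 h, 37C/5% CO2; dual luminescence; green/red ratio; MG132 control.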
Mito fusion act = inhibitors of mitochondrial division or activators of mitochondrial fusion. AID 485298. hit rate 0.23% among 320,000. Potency, µM (series often up to 46.1 µM), for inactives: top-dose growth rescue (activation), most hits filed as activators. S. cerevisiae fusion-defective mutant growth rescue, CellTiterGlo 48 h;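 note: potency is the fitted concentration of half-maximal effect; % of control where 0% means no effect; nearly all actives have a fitted effect of over 45% in size; temperature-sensitive fusion mutants such as fzo1-1 at 37 °C on non-fermentable ethanol glycerol medium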
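Compounds are tested for their ability to restore growth of mitochondrial fusion-defective yeast strains at non-permissive 37C in YPEG medium over 48 hours. Viability is quantified by luciferase luminescence.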
Eya2 inh = blocks the phosphatase activity of human Eya2; recombinant Eya2, OMFP fluorescence dephosphorylation (OMFP is methylfluorescein phosphate); Potency, µM (doses to about 76.9 µM), for inactives: at the top dose activity, negative = inhibition, most hits filed as inhibitors; hit rate 0.006% among 330,000; O00167; note: potency is the fitted concentration of half-maximal effect; % is set by controls: 0 for no effect and ±100 for the full control effect
Target sequence (O00167 whole entry, looked up): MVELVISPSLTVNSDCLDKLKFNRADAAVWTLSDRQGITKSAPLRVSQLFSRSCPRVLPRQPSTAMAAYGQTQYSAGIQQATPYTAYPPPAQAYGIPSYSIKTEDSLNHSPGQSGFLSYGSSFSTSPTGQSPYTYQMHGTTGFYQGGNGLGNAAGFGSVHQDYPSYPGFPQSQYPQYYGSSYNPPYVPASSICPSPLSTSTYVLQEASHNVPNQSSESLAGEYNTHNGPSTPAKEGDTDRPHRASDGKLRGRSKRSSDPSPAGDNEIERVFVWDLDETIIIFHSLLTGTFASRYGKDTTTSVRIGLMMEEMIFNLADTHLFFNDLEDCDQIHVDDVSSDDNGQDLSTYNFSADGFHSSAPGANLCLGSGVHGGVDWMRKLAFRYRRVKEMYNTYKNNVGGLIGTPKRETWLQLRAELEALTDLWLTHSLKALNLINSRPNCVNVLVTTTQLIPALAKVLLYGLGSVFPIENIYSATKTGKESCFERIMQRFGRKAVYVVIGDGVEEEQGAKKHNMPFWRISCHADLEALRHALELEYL
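Eya2 (0.2 uM) preincubated 10 min at ambient with compound, then OMFP substrate added at 50 uM; 10 min reaction in 50 mM HEPES pH 7.5, 50 mM NaCl, 5 uM MgCl2, 0.05% BSA, 1 mM DTT. Fluorescence read at Ex 485/Em 525 nm.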
PKM2 act = PKM2 (human) enzyme activation; P14618; purified PKM2, Kinase-Glo ATP luminescence, activation; response scale: 0% is enzyme alone, no compound; Potency, µM (series often up to 57.5 µM), inactives show at the highest dose activation, usual class: activators; hit rate 0.34% among 260,000; note: potency is the fitted concentration of half-maximal effect; % is set by controls: 0 for no effect and ±100 for the full control effect; nearly all actives have a fitted effect of over 55% in size
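Kinase-Glo luminescence reports ATP generated from ADP (0.1 mM) and PEP (0.5 mM) by purified hPK-M2 after 1 h at room temperature, pH 7.2 imidazole buffer; intermediate enzyme activity allows detecting inhibitors and activators.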
Active calls of the source: *; ? = inconclusive; . = not tested or not shown; [ ] = remark or other dose. Unless noted, calls come from the whole dose curve; as a rule, active = well fitted curve in the direction sought with a large enough effect; inconclusive = small, poorly fitted or top-dose-only effect, or another doubt; inactive = no such curve, though single readings can be large; an effect the other way counts as inactive or inconclusive.

Structure,GALK inh,MBNL1-CUG inh,USP2a inh,Eya2 inh,S-ASM inh,PKM2 act,Mito fusion act,Chronic BCR inh,hERG WT inh,TSHR antagonist,Menin-MLL TR inh
CC(C)=CC(=O)Nc1nc2ccc([N+](=O)[O-])cc2s1,-3%,?,2%,4%,2%,15%,0%,?,-4,-2,8%
Fc1ccccc1Cn1nnc2c(NCCc3ccccn3)ncnc21,-3%,4%,-2%,28%,3%,13µM*,3%,8%,-16,-9,-4%
CC(=O)c1ccc2c3c(cccc13)C(=O)N(c1c(C)nn(C)c1C)C2=O,-4%,?,3%,-14%,4%,5%,0%,-2%,-5,0,20%
NC(=O)C1CCN(S(=O)(=O)c2cccc(S(=O)(=O)N3CCCCC3)c2)CC1,-3%,-4%,0%,2%,3%,-3%,-5%,3%,2,1,0%
CCOC(=O)c1ccc2[nH]c3ccccc3c2c1,0%,23%,1%,-12%,-17%,-6%,-7%,?,1,-8,?
CCOc1ccc2c(c1)-c1c(ssc1=S)C(C)(C)N2C(=O)c1ccco1,.,14%,1%,10%,-15%,-6%,?,-5%,0,?,-10%
O=C(N/N=C/c1ccc2cccnc2c1)c1ccco1,1%,?,1%,-9%,1%,-16%,-6%,?,3,-10,-23%
O=C(Nc1cccnc1)c1cc(-c2ccco2)on1,2%,6%,0%,-4%,5%,-4%,0%,?,2,-5,48%[activator]
Cc1nc2nc(CSc3ccc(Cl)cc3)cc(=O)n2[nH]1,-1%,-17%,3%,-6%,-2%,4%,-3%,?,1,-9,28%
C=CCN(C(=O)Nc1ccccc1)C1CC(=O)N(c2ccc(OC)cc2)C1=O (stereo not drawn),0%,-2%,0%,-31%,-1%,-6%,-6%,-2%,-6,5,0%
O=C(NCCCN1CCCC1=O)NC1CCCCC1,1%,-9%,0%,7%,1%,-11%,-3%,-11%,12,-9,0%
O=C(NC1CCN(C(=S)NCc2ccco2)CC1)C12CC3CC(CC(C3)C1)C2,0%,-1%,0%,-1%,-1%,0%,0%,13%,-2,7,-1%
CC(C(=O)Nc1ccccc1)N(C)CCOc1ccccc1 (stereo not drawn),11%,4%,0%,9%,0%,-3%,7%,-14%,8,1,3%
Cc1cccc(OCC(=O)Nc2nc3ccc([N+](=O)[O-])cc3s2)c1C,.,0%,0%,12%,-4%,3%,2%,15%,3,-76*,?
CC(C)C[C@@]12C(=O)N(c3cccc(Cl)c3)C(=O)N1[C@H](c1ccc(Cl)cc1)[C@@H]1C(=O)N(C3CCCCC3)C(=O)[C@@H]12,.,.,2%,14%,1%,.,-4%,-8%,2,-5,.

Structure,GALK inh,MBNL1-CUG inh,USP2a inh,Eya2 inh,S-ASM inh,PKM2 act,Mito fusion act,Chronic BCR inh,hERG WT inh,TSHR antagonist,Menin-MLL TR inh
CC(C)COP(=O)(OCC(C)C)C(Nc1ccccc1)c1ccc2c(c1)OCO2 (stereo not drawn),-5%,-9%,1%,?,3%,1%,1%,1%,-9,-4,?
COc1cc2nc(NCC3CCCO3)n3nc(-c4cccnc4)nc3c2cc1OC (stereo not drawn),1%,-10%,1%,-2%,-3%,-3%,-8%,?,-5,-11,-14%
O=C1/C(=C/c2cccnc2)Oc2cc(OS(=O)(=O)c3ccccc3)ccc21,0%,?,-4%,5%,-18%,-6%,0%,6%,-8,-10,4%
COc1ccc(CCNC(=O)C(NS(=O)(=O)c2ccc3c(c2)CCN3C(C)=O)C(C)C)cc1OC (stereo not drawn),2%,-6%,2%,-2%,.,5%,3%,-25%,.,6,-8%
O=C(NCCN1CCCCC1)c1cccc2c1C(=O)c1ccc(N3CCCC3)cc1S2(=O)=O,.,.,4%,0%,-16%,.,.,?,6,7,.
COC(=O)C[C@H](NC(=O)Cn1cnc2c(NCc3ccccc3)ncnc21)C(=O)OC,.,.,0%,-2%,0%,.,.,0%,19,-14,.
O=C(NCC1CCCO1)C1CC(=O)N(c2cccc(Cl)c2)C1 (stereo not drawn),4%,0%,2%,15%,-14%,.,-2%,?,-5,3,0%
O=C(CCc1nc(-c2ccc(Cl)cc2)no1)NC1CCCCC1,-1%,1%,1%,4%,-1%,1%,1%,-1%,1,-28,-1%
OC(COCc1ccc(Cl)cc1)CN1CCN(c2ccccn2)CC1 (stereo not drawn),0%,-11%,4%,-12%,6%,3%,-4%,?,27,-3,7%
CN(c1ccccc1)S(=O)(=O)c1ccc2ccccc2c1,-3%,-2%,-2%,6%,-2%,-4%[11.5 µM],-3%,6%,2,-7,19%
COc1ccc(NC(=O)CSc2ncc(-c3ccc(F)cc3)n2Cc2ccco2)cc1,-5%,?,0%,-2%,-2%,-1%,1%,?,21,3,-14%
COC(=O)c1ccc(S(=O)(=O)NCc2ccccn2)n1C,.,-1%,0%,-2%,4%,0%,-1%,2%,0,8,.
Cc1cc(C(=O)OCC(=O)c2ccc(Cl)c([N+](=O)[O-])c2)c2cccc(C)c2n1,1%,.,2%,-3%,-9%,1%,-4%,-4%,-2,1,?
COc1cc(OC)cc(C(=O)NCC(=O)OCC(=O)Nc2ccc3c(c2)OCO3)c1,8%,-3%,0%,-4%,1%,6%,-6%,0%,-9,18,-7%
O=C(CN1CCCCC1)Nc1nnc(-c2ccccc2)s1,3%,3%,6%,10%,5%,3%,-5%,?,16,-1,-5%

Structure,GALK inh,MBNL1-CUG inh,USP2a inh,Eya2 inh,S-ASM inh,PKM2 act,Mito fusion act,Chronic BCR inh,hERG WT inh,TSHR antagonist,Menin-MLL TR inh
O=C(Nc1ccncc1)c1ccc(S(=O)(=O)Nc2ccccc2)cc1,8%,-14%,?,3%,-2%,?,?,-1%,-3,-11,?
O=C(NC(=S)N1CCN(c2ccc(O)cc2)CC1)c1cccs1,2%,4%,1%,9%,-2%,12%,1%,-6%,0,2,.
CC(=O)Nc1ccc(NC(=O)C(C)OC(=O)CC23CC4CC(CC(Br)(C4)C2)C3)cc1 (stereo not drawn),.,.,2%,-3%,?,.,.,0%,-2,-4,.
O=C(NC(=S)Nc1cccc2c(O)cccc12)c1ccco1,6%,?,1%,-1%,-9%,-6%,0%,?,2,11,?
CSC1=NC2(CCCCC2)CC12C=CC(=O)C=C2,3%,-4%,3%,3%,2%,2%,-2%,?,-11,2,-8%
C=CCN(C(=O)c1csnn1)C(C(=O)NCc1ccc(F)cc1)c1sccc1C (stereo not drawn),-1%,-3%,0%,-3%,0%,.,5%,3%,-4,-2,11%
CCn1nc(NC(=O)C2CCCO2)c2cc3cc(C)ccc3nc21 (stereo not drawn),0%,?,-1%,-10%,451%[activator],-1%,-2%,?,0,-12,-20%
CCOC(=O)/C=c1\s/c(=C\c2ccc(C#N)cc2)c(=O)n1CC(=O)Nc1cccc(C)c1C,0%,-3%,2%,12%,2%,-4%,2%,5%,-1,8,39%[activator]

Fetched one by one from above:
Structure,GALK inh,MBNL1-CUG inh,USP2a inh,Eya2 inh,S-ASM inh,PKM2 act,Mito fusion act,Chronic BCR inh,hERG WT inh,TSHR antagonist,Menin-MLL TR inh
COc1ccc(CCNC(=O)C(NS(=O)(=O)c2ccc3c(c2)CCN3C(C)=O)C(C)C)cc1OC (stereo not drawn),2%,-6%,2%,-2%,.,5%,3%,-25%,.,6,-8%
Cc1nc2nc(CSc3ccc(Cl)cc3)cc(=O)n2[nH]1,-1%,-17%,3%,-6%,-2%,4%,-3%,?,1,-9,28%
CC(C)=CC(=O)Nc1nc2ccc([N+](=O)[O-])cc2s1,-3%,?,2%,4%,2%,15%,0%,?,-4,-2,8%
O=C(NC(=S)N1CCN(c2ccc(O)cc2)CC1)c1cccs1,2%,4%,1%,9%,-2%,12%,1%,-6%,0,2,.

Only part of the results is shown. The share of hits here may be higher or lower than overall.
